Assay outcomes as filed in PubChem.
OXTR agonist: human OXTR agonists, primary screen, fluorescence, CHO-OTR cells, Fluo-8 calcium | AID 2435, 2010 | 320,000 compounds, 0.32% hits | Fluo-8 calcium fluorescence; normalized: DMSO 0%, oxytocin 100% | Oxytocin receptor (Homo sapiens), P30559 | activation, % at 3 µM;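 active means activation above the mean of all tested compounds plus 3 SD, cutoff set per screening run, cut at about 20% in these data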;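 further: peak over basal fluorescence ratio from a 100 s FLIPR kinetic read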
M1 antag: human M1 muscarinic receptor antagonists, primary screen, CHO-K1 cells, Fluo-8 calcium fluorescence, 1536-well | 360,000 compounds, 1.3% hits | CHO-K1 hM1, ACh EC80 antagonist | inhibition, % at 3 µM;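 active means percent inhibition above its own plate's cutoff, namely the mean of that plate's compound wells plus 3 SD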;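 further: peak over basal fluorescence ratio during 140 s after agonist addition; 0% = ACh EC80 plus DMSO and 100% = DMSO alone without agonist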
Target sequence (P11229 whole entry, looked up): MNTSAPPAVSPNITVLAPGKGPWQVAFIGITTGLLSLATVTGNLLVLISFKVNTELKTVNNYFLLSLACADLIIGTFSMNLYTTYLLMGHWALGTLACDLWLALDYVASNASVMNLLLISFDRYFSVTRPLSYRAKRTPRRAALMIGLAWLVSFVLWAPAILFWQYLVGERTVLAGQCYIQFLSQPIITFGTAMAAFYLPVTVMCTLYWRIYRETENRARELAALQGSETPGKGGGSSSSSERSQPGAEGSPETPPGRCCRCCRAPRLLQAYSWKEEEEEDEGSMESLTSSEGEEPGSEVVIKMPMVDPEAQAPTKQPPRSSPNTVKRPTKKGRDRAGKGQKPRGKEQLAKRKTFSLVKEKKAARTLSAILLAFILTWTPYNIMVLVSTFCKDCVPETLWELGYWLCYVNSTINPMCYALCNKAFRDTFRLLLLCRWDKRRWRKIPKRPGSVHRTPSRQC
TAAR1 agonist: human TAAR1 agonists, primary screen, Fluo-8 calcium fluorescence, CHO RD-HGA16 cells; AID 624467, 2012; vehicle wells 0%, saturating PEA agonist 100%; Trace amine-associated receptor 1 (Homo sapiens), Q96RJ0; activation, % at 3 µM; 360,000 compounds, 0.99% hits;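 active means activation above the mean activation of all test compounds in the run plus 3 SD, cut at about 38% in these data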
Target sequence (Q96RJ0 whole entry, looked up): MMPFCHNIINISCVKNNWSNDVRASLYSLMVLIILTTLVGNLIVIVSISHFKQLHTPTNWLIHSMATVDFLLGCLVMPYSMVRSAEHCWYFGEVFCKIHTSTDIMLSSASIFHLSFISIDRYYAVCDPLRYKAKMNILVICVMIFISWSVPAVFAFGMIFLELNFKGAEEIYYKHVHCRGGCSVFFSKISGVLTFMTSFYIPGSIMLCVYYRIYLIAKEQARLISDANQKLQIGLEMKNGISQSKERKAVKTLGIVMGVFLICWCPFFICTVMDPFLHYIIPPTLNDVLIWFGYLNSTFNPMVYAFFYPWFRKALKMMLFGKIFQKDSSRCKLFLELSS
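Assay system – CHO-derived RD-HGA16 cells with stable Gα16 and human TAAR1 · Compound dosing – one-point dosing at 3 µM (nominal) · Incubation – 17-24 h seeding, 75 min 37 °C dye, 30 min RT · Measured by – kinetic Fluo-8 calcium fluorescence · Control set – DMSO vehicle as 0%, PEA at EC100 as 100% · Repeats – single well for each compound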
CHRM1 agonist: human M1 muscarinic receptor agonists, primary screen, Fluo-8 calcium fluorescence, CHO-K1 cells, HTS | Muscarinic acetylcholine receptor M1 (Homo sapiens), P11229 | CHO-K1 hM1, agonist mode; 0% DMSO, 100% acetylcholine EC100 | activation, % at 3 µM | 360,000 compounds, 0.33% hits | AID 588814, 2011;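 active means activation above the run's mean compound activation plus 3 SD, cut at about 16% in these data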;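 further: peak over basal fluorescence ratio within a 140 s kinetic read after compound addition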
CHO parental Ca: ATP-evoked calcium signal inhibitors, parental CHO, primary screen, counter-screen for OX1R antagonist project, cell-based, fluorescence, Fluo-8 calcium dye; parental CHO-K1, ATP-induced calcium, Fluo-8 fluorescence; inhibition, % at 5.6 µM; 330,000 compounds, 0.63% hits;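 active means inhibition above that plate's mean sample inhibition plus 3 SD, cut at about 26% in these data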;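 further: 0% = ATP-challenged DMSO wells and 100% = DMSO wells without ATP; some compounds past the cut are filed as inactive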
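Assay system: parental CHO cells; Read-out basis: percent inhibition of ATP-evoked calcium rise, normalized to controls; Benchmarks: ATP and no-ATP DMSO wells; Compound dosing: single nominal dose of 5.6 µM per compound; Signal: Fluo-8 calcium dye fluorescence; Also added: ATP as calcium-mobilizing challenge; Repeats: singlicate.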
CHRM1 PAM: human M1 muscarinic receptor positive allosteric modulators, primary screen, CHO-K1 cells, Fluo-8 calcium fluorescence, 1536-well | CHO-K1 hM1, ACh EC20; 0% = ACh EC20, 100% = maximal ACh | activation, % at 3 µM | 360,000 compounds, 0.088% hits; in the data active means activation above about 19%, passing the limit was not always enough
OXTR potentiator: human OXTR potentiators, primary screen, fluorescence, CHO-OTR cells, Fluo-8 calcium; Fluo-8 calcium fluorescence, potentiator mode; 0% = oxytocin EC15, 100% = EC100; activation, % at 3 µM; AID 2445, 2010; 320,000 compounds, 0.061% hits;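 active means activation above that plate's cutoff, the mean activation of tested compounds plus 3 SD, cut at about 6.6% in these data, passing the limit was not always enough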;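 further: 100% uses oxytocin at 75 nM as the full agonist control; some results filed as inactive read as strong as hits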
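Assay system: CHO cell line stably expressing human OTR. Reagent: EC15 oxytocin agonist. Dosing: single dose, 3.0 µM nominal final compound concentration. Timing: compound 6 min at room temperature before oxytocin, 100 s read. Signal: kinetic Fluo-8 calcium fluorescence. Controls: oxytocin EC15 low and EC100 high.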
V1R ag counter: agonists of human V1a receptor, primary screen, counter-screen for OXTR agonist project, fluorescence, CHO-V1R cells; 320,000 compounds, 0.25% hits; Fluo-8 calcium fluorescence, agonist mode; 0% DMSO, 100% 3 nM vasopressin; activation, % at 3 µM; AID 2797, 2010;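 active means activation above the mean activation of all tested compounds plus 3 SD, per screening run, cut at about 20% in these data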;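 further: signal is peak over basal fluorescence ratio across a 100 second FLIPR read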
TAAR1 antagonist: human TAAR1 antagonists, primary screen, Fluo-8 calcium fluorescence, CHO RD-HGA16 cells | Trace amine-associated receptor 1 (Homo sapiens), Q96RJ0 | antagonist | inhibition, % at 3 µM | 360,000 compounds, 1.5% hits | AID 624466, 2012;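 active means inhibition above a per-plate cutoff, the mean inhibition of test compounds on that plate plus 3 SD, cut at about 49% in these data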;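 further: 0% = DMSO plus EC80 beta-PEA response and 100% = DMSO alone without agonist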
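Test system: RD-HGA16 CHO cells with stable hTAAR1 and Gα16 / Probe or stimulus: EC80 β-phenethylamine stimulus / Times: seeding 17-24 h prior, 75-min 37 °C, 30-min RT dye loading / Detection: Fluo-8 calcium-sensitive fluorescence / Read-out basis: % inhibition scaled between DMSO and EC80 PEA controls / Repeats: singlicate, one well per test compound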
Numbers without * were called inactive.

Screening CC(C)[C@H](NC(=O)c1cccc(S(=O)(=O)N2CCOCC2)c1)C(=O)OCC(=O)Nc1cccc(Br)c1 returned M1 antag 18, TAAR1 agonist 35, CHRM1 agonist 19*, CHRM1 PAM -8 and TAAR1 antagonist 37.
COc1ccc2c(C)c(CCC(=O)NCCCN3CCCC3=O)c(=O)oc2c1C was read as OXTR agonist 0.8, M1 antag -15, TAAR1 agonist 0, CHRM1 agonist -3, CHO parental Ca -6, CHRM1 PAM 5, OXTR potentiator -2, V1R ag counter 1.6 and TAAR1 antagonist -2.
Cc1cc(C)c2sc(N)nc2c1 was read as OXTR agonist 0.6, M1 antag 19, TAAR1 agonist 1, CHRM1 agonist -4, CHO parental Ca -3, CHRM1 PAM -7, OXTR potentiator -2, V1R ag counter 9.1 and TAAR1 antagonist -13.
CCCC(CC)Sc1nc2c([nH]1)c(=S)n(C)c(=O)n2C (stereo not given) was read as M1 antag -3, TAAR1 agonist -1, CHRM1 agonist -4, CHRM1 PAM -5 and TAAR1 antagonist 1.
CC[C@@]12C(=O)N(c3ccccc3)C(=O)N1[C@H](c1ccc(Br)cc1)[C@@H]1C(=O)N(C(C)(C)C)C(=O)[C@@H]12 was read as OXTR agonist -0.3, M1 antag -5, TAAR1 agonist 8, CHRM1 agonist -5, CHO parental Ca -21, CHRM1 PAM 5, OXTR potentiator -2, V1R ag counter -0.6 and TAAR1 antagonist -20.
`Cn1c(=O)c2c(nc(Oc3cccc(Br)c3)n2C)n(C)c1=O` gave OXTR agonist -0.1, M1 antag -11, TAAR1 agonist 4, CHRM1 agonist -2, CHO parental Ca -17, CHRM1 PAM 6, OXTR potentiator 0, V1R ag counter 0.9 and TAAR1 antagonist 3.
CCN(CC)S(=O)(=O)c1ccc2oc(C(=O)N3CCc4ccccc4C3)c(C)c2c1 was read as OXTR agonist -1.7, M1 antag 7, CHRM1 agonist -6, CHO parental Ca -25, CHRM1 PAM -12, OXTR potentiator 5 and V1R ag counter 1.2.
`COc1ccc(N2CCN(C(=O)COC(=O)c3ccco3)CC2)cc1` gave OXTR agonist 0.9, M1 antag -7, TAAR1 agonist 1, CHRM1 agonist 0, CHO parental Ca 4, CHRM1 PAM 18, OXTR potentiator -2, V1R ag counter 2.4 and TAAR1 antagonist 0.
`Cc1ccc2c(c1)C1C[N+](C)(CC(=O)Nc3ccccc3Cl)CCC1N2C(=O)c1ccccc1Cl` (stereo not given) gave OXTR agonist 0.4, M1 antag 13, TAAR1 agonist 3, CHRM1 agonist -8, CHO parental Ca -10, CHRM1 PAM -15, OXTR potentiator -3, V1R ag counter 1.6 and TAAR1 antagonist -10.
`COc1ccc(-c2n[nH]c(=S)nc2-c2ccc(OC)cc2)cc1` gave OXTR agonist 2.0, M1 antag -20, TAAR1 agonist 6, CHRM1 agonist -1, CHO parental Ca -11, CHRM1 PAM 11, OXTR potentiator 3, V1R ag counter 1.8 and TAAR1 antagonist -10.
COc1ccccc1N(CC(=O)N/N=C(\C)c1cccc(Br)c1)S(C)(=O)=O was read as OXTR agonist -0.8, M1 antag -9, TAAR1 agonist 9, CHRM1 agonist -4, CHO parental Ca -8, CHRM1 PAM 3, OXTR potentiator -3, V1R ag counter -1.1 and TAAR1 antagonist 7.
For S=c1[nH]c2ccc(Cc3ccc4[nH]c(=S)[nH]c4c3)cc2[nH]1 the results were OXTR agonist -0.1, M1 antag -7, TAAR1 agonist 2, CHRM1 agonist -3, CHO parental Ca -3, CHRM1 PAM 5, OXTR potentiator -8, V1R ag counter -0.6 and TAAR1 antagonist -4.
For O=C(Nc1ccc(Cl)cc1C(F)(F)F)C(Sc1cccc[n+]1[O-])c1ccccc1 (stereo not given) the results were OXTR agonist -1.0, M1 antag -17, TAAR1 agonist 5, CHRM1 agonist -4, CHO parental Ca -3, CHRM1 PAM 12, OXTR potentiator -1, V1R ag counter 0.3 and TAAR1 antagonist -28.
For CCOc1ccc(CCNC(=O)COC(=O)c2cccc(N(C)C)c2)cc1OCC the results were OXTR agonist -1.2, M1 antag -18, TAAR1 agonist -2, CHRM1 agonist -2, CHO parental Ca -31, CHRM1 PAM 13, OXTR potentiator -3, V1R ag counter -0.2 and TAAR1 antagonist 2.
Screening CCOC(=O)c1sc(NC(=O)c2cc(-c3ccccc3)nc3ccccc23)c(C#N)c1C returned OXTR agonist 10, M1 antag 5, TAAR1 agonist 17, CHRM1 agonist 2, CHO parental Ca -13, CHRM1 PAM -7, OXTR potentiator -18, V1R ag counter 9.3 and TAAR1 antagonist 2.

The closing 2 compounds of the section before come first, to join the parts.
For CCOc1ccc(CCNC(=O)COC(=O)c2cccc(N(C)C)c2)cc1OCC the results were OXTR agonist -1.2, M1 antag -18, TAAR1 agonist -2, CHRM1 agonist -2, CHO parental Ca -31, CHRM1 PAM 13, OXTR potentiator -3, V1R ag counter -0.2 and TAAR1 antagonist 2.
Screening CCOC(=O)c1sc(NC(=O)c2cc(-c3ccccc3)nc3ccccc23)c(C#N)c1C returned OXTR agonist 10, M1 antag 5, TAAR1 agonist 17, CHRM1 agonist 2, CHO parental Ca -13, CHRM1 PAM -7, OXTR potentiator -18, V1R ag counter 9.3 and TAAR1 antagonist 2.
Screening Cc1cnc(SCc2ccc(Cl)cc2Cl)[nH]c1=O returned OXTR agonist -0.9, M1 antag -11, TAAR1 agonist -1, CHRM1 agonist 0, CHO parental Ca -10, CHRM1 PAM 11, OXTR potentiator -10, V1R ag counter -0.2 and TAAR1 antagonist -19.
Screening O=C(NC1CCCCC1)c1ccccc1C(F)(F)F returned OXTR agonist -0.1, M1 antag -9, TAAR1 agonist 0, CHRM1 agonist -5, CHO parental Ca -18, CHRM1 PAM 6, OXTR potentiator -3, V1R ag counter 0.8 and TAAR1 antagonist -21.
Screening Cc1cccc(C(=O)OCC(=O)NCc2ccco2)c1 returned OXTR agonist -0.9, M1 antag -9, TAAR1 agonist -1, CHRM1 agonist -4, CHO parental Ca 1, CHRM1 PAM 11, OXTR potentiator -5, V1R ag counter -0.1 and TAAR1 antagonist 0.
Screening CN1CCN(C(=O)C2CCN(S(=O)(=O)c3ccccc3[N+](=O)[O-])CC2)CC1 returned OXTR agonist 1.1, M1 antag -8, TAAR1 agonist 0, CHRM1 agonist -4, CHO parental Ca 3, CHRM1 PAM 9, OXTR potentiator -6, V1R ag counter -0.3 and TAAR1 antagonist 11.
`COC(=O)c1cccc([N+](=O)[O-])c1CN1CCCC(C(N)=O)C1` (stereo not given) gave OXTR agonist 2.0, M1 antag 0, TAAR1 agonist 1, CHRM1 agonist -3, CHO parental Ca -3, CHRM1 PAM 6, OXTR potentiator 4, V1R ag counter 2.5 and TAAR1 antagonist -3.
`CC(=O)c1ccc(N2CCN(C(=O)CCCn3c(=O)[nH]c4ccc(Br)cc4c3=O)CC2)cc1` gave OXTR agonist 3.6, M1 antag -10, TAAR1 agonist 8, CHRM1 agonist -2, CHO parental Ca -1, CHRM1 PAM 1, OXTR potentiator -8, V1R ag counter 5.9 and TAAR1 antagonist 67*.
For COC(=O)c1ccc(NC(=S)NC(=O)c2cc(-c3ccccc3)nc3ccccc23)cc1 the results were OXTR agonist 1.4, M1 antag 0, TAAR1 agonist 5, CHRM1 agonist 1, CHO parental Ca -3, CHRM1 PAM -4, OXTR potentiator -8, V1R ag counter 1.1 and TAAR1 antagonist 10.
CCC(C)CCN1C(N(C)C)=NC[C@@H]1CC(C)C (stereo not given in full) was read as OXTR agonist 0.3, M1 antag -2, TAAR1 agonist 3, CHRM1 agonist -9, CHO parental Ca -6, CHRM1 PAM 9, OXTR potentiator -6, V1R ag counter -0.1 and TAAR1 antagonist 13.
`Cc1ccc(S(=O)(=O)N(C)C[C@@H]2Oc3ccc(NC(=O)Nc4cccc5ccccc45)cc3C(=O)N([C@H](C)CO)C[C@H]2C)cc1` gave OXTR agonist 2.2, M1 antag -4, TAAR1 agonist 1, CHRM1 agonist -4, CHO parental Ca -10, CHRM1 PAM 2, OXTR potentiator -5, V1R ag counter 1.9 and TAAR1 antagonist 15.
Screening Cc1c(C(=O)COC(C)(C)C)[nH]c2ccccc12 returned OXTR agonist 4.6, M1 antag -1, TAAR1 agonist 3, CHRM1 agonist 4, CHO parental Ca 5, CHRM1 PAM -10, OXTR potentiator -17, V1R ag counter 6.3 and TAAR1 antagonist 10.
Screening COc1ccc(NC(=O)Cc2csc(NC(=O)Nc3ccccc3OC)n2)c(OC)c1 returned OXTR agonist -1.6, M1 antag 5, TAAR1 agonist 15, CHRM1 agonist -2, CHO parental Ca -11, CHRM1 PAM -2, OXTR potentiator -1, V1R ag counter 1.5 and TAAR1 antagonist 69*.
COc1ccc(NC(=S)c2ccc3ccccc3n2)cc1 was read as OXTR agonist -2.1, M1 antag -1, CHRM1 agonist -5, CHO parental Ca -21, CHRM1 PAM 2, OXTR potentiator -3 and V1R ag counter -0.9.
`COc1cccc(-n2c(CN3CCN(Cc4ccccc4)CC3)nc3ccc([N+](=O)[O-])cc3c2=O)c1` gave OXTR agonist 0.2, TAAR1 agonist 0, CHO parental Ca -20, OXTR potentiator -4, V1R ag counter 0.0 and TAAR1 antagonist -1.
For CCN(CC)c1ccc(C(=C2C=CC(=[N+](CC)CC)C=C2)c2ccccc2)cc1 the results were M1 antag 97*, TAAR1 agonist 29, CHRM1 agonist 26*, CHRM1 PAM -34 and TAAR1 antagonist 105*.
Cc1ccc(NC(=O)CSC2=NN3CCCC(=O)N=C3S2)c(C)c1 was read as OXTR agonist 0.4, M1 antag 13, TAAR1 agonist 1, CHRM1 agonist -4, CHO parental Ca 5, CHRM1 PAM -3, OXTR potentiator -8, V1R ag counter 1.3 and TAAR1 antagonist -11.
